# DT40 TDP1 CPT – DT40-hTDP1 cell growth loss with CPT; AID 686979; 12% of 420,000 active; Potency, µM (titrated, usually from 46.2 µM), for inactives: at the highest dose activity change, negative = growth inhibition, most hits filed as inhibitors; chicken DT40 Tdp1-/-;hTDP1 cells + 20 nM CPT, ATP luminescence, 48 h; further: nearly all actives have a fitted effect of over 55% in size
#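 Chicken DT40 Tdp1-/- cells complemented with human TDP1, 400 cells/well, exposed to compounds plus 20 nM camptothecin for at least 48 h at 37 C; viability read as ATP content by CellTiter-Glo luminescence.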
# TDP1 cell noCPT – qHTS for Inhibitors of human tyrosyl-DNA phosphodiesterase 1 (TDP1): qHTS in cells in absence of CPT | 15% of 420,000 active | Potency, µM (titrated, usually from 46.2 µM), inactives show at the top dose activity change, negative = growth inhibition, usual class: inhibitors | AID 686978, 2013 | DT40 Tdp1-/- hTDP1 cells, no CPT, ATP luminescence, 48 h; further: nearly all actives have a fitted effect of over 55% in size
#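 Cells were dispensed at 400 per well, compounds added by pin tool, plates incubated ≥48 hr at 37 °C, then CellTiter-Glo added for 30 min at room temperature before luminescence reading. Line: DT40 Tdp1-/- complemented with hTDP1; camptothecin omitted.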
# KAT2A inh – GCN5L2 (KAT2A) acetyltransferase inhibition; 0.21% of 390,000 active; GCN5L2 HAT assay, ThioGlo1 CoA-SH fluorescence; Potency, µM (titrated, usually from 58.9 µM), for the others: at the highest dose activity change, negative = inhibition, most hits filed as inhibitors; AID 504327; Q92830
# Target sequence (Q92830 whole entry, looked up): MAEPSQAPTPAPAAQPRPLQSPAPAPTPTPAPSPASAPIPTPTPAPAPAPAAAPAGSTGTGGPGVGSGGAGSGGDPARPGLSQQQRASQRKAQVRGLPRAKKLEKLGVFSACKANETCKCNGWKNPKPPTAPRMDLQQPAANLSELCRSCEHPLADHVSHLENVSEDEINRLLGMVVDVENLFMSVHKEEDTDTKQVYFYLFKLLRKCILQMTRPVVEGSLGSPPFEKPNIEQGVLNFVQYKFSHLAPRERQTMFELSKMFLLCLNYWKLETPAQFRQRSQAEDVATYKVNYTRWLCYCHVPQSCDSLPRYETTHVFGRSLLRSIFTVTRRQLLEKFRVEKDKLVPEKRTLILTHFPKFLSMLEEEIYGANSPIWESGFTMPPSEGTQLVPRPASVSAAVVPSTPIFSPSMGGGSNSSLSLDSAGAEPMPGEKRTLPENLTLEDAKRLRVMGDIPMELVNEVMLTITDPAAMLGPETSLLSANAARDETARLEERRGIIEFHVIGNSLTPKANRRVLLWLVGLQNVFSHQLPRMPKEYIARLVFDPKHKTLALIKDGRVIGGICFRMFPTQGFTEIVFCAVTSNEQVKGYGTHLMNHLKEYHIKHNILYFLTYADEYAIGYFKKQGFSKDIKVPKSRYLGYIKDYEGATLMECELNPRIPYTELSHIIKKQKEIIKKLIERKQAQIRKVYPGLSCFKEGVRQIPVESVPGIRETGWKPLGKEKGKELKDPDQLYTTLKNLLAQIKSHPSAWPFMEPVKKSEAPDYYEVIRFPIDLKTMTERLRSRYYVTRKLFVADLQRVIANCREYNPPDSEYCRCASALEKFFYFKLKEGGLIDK
#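 Enzyme at 20nM final was mixed with library compounds for 15 min at room temperature. Peptide H3(1-25) at 75uM, acetyl-CoA at 70uM and ThioGlo1 at 50uM were then added. Plates were read immediately and after 20 min (Ex340nm/Em540nm).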
# * = called active by the depositor; ? = inconclusive; . = not tested or not shown; & = joins results of further samples. The call rests on the fitted dose curve; in most records, active means well fitted curve in the direction sought with a large enough effect; inconclusive means small, poorly fitted or top-dose-only effect, or another doubt; inactive means no such curve, though single readings can be large; an effect the other way counts as inactive or inconclusive. On the % scale 0 is the no-effect control and ±100 the full control effect; potency means the concentration at half of the fitted maximal effect.
SMILES,DT40 TDP1 CPT,TDP1 cell noCPT,KAT2A inh
Cc1cccc(OCCCC(=O)Nc2ccc(N3CCCCC3)cc2)c1C,-29.2%,-10.3%,-4.3%
COc1ccc(C(CNC(=O)c2ccc(Cl)c(S(=O)(=O)N3CCCC3)c2)N2CCCC2)cc1 (stereo unspecified),-20.3%,?,-6.8%
COc1ccc([C@H]2CC(=O)C=C(c3ccc(C(F)(F)F)c(C(F)(F)F)c3)C2)cc1OC,?,?,-4.0%
CSCC(C)N1CCC(Oc2cccc(C(=O)NCc3ccccn3)c2)CC1 (stereo unspecified),-8.3%,1.3%,-11.3%
CC(Sc1nnnn1-c1cccc(F)c1)C(=O)NC1CCCC1 (stereo unspecified),5.5%,-3.5%,-6.8%
CCOC(=O)C1CCN(Cc2ccc(F)c(F)c2)CC1,0.0%,-6.9%,2.1%
COc1ccccc1CNC(=O)CCc1nc2ccccc2c(=O)[nH]1,-14.3%,-26.4%,-1.7%
CC1CCN(S(=O)(=O)c2ccc(C(=O)N3CCOCC3)cc2)CC1,-4.9%,1.9%,-21.3%
CN1CCN(S(=O)(=O)c2cccc(C(=O)NCCOc3ccccc3F)c2)CC1,-11.6%,-8.2%,0.9%
COC(=O)c1ccc(CSCC(=O)Nc2cc(OC)cc(OC)c2)o1,-9.1%,-27.4%,-3.2%
O=C(O)c1cc(-c2ccc(Cl)s2)nc2ccccc12,-9.2%,-4.0%,-18.5%
Cc1cc(C)nc(OC(C(=O)O)C(OCCC(C)C)(c2ccccc2)c2ccccc2)n1 (stereo unspecified),-26.7%,?,2.5%
CC(C)[C@@H]1Cc2[nH][nH]c(=O)c2[C@H](C)O1,-4.8%,-21.8%,.
O=C(NCCOc1ccccc1Cl)C(=O)Nc1ccccc1,20.6µM*,18.4µM*,-0.4%
Cc1ccc(S(=O)(=O)C2(C(=O)N3CCN(c4cc(C)ccc4C)CC3)CC2)cc1,?,?,-6.3%
CC1Cc2ccccc2N1CC(=O)Nc1ccc(S(=O)(=O)N(C)C)cc1 (stereo unspecified),-1.6%,0.7%,0.5%
Cn1nc(-c2ccccc2F)c2cc(C(=O)N3CCN(c4ccccc4F)CC3)sc21,4.11µM*,7.31µM*,-11.4%
COc1ccc(N2CCN(C3CCCN(Cc4cccc(OC)c4)C3)CC2)cc1 (stereo unspecified),9.1%,-29.4%,-4.7%
CCN(CC(=O)Nc1ccccc1C(F)(F)F)C(=O)c1ccccc1Sc1ccccc1C#N,?,?,-10.1%
CN(C)CCNC(NC(=O)c1cccs1)C(Cl)(Cl)Cl (stereo unspecified),-2.7%,13.0%,-0.5%
COC(=O)Cc1[nH]c(=O)[nH]c1C(=O)OC,14.8%,13.6%,3.4%
CCc1ccc(C(=O)c2cn(CC(=O)Nc3cc(C)ccc3C)c3nc(C)ccc3c2=O)cc1,-13.3%,-13.2%,0.1%
COc1ccc(NC(=O)CCN2CCCC2)c(OC)c1,-15.2%,0.0%,-1.4%
CCCCCNC(=O)C(c1cc2ccccc2o1)n1c(=O)c(-c2cc3ccccc3[nH]2)nc2ccccc21 (stereo unspecified),?,?,.
O=C(Nc1ccc(Cl)cc1)N1N=CCC1c1ccccc1 (stereo unspecified),17.8%,-16.6%,-1.9%
# New compounds follow:
SMILES,DT40 TDP1 CPT,TDP1 cell noCPT,KAT2A inh
CC(=O)OCC(=O)C1(O)CCC2C3CC(F)C4=CC(=O)CCC4(C)C3C(O)CC21C (stereo unspecified),-17.3%,-26.7%,.
CCN1CCN(c2nc(C)c3c(n2)CC(C)CC3=O)CC1 (stereo unspecified),-0.8%,-21.5%,-1.1%
C[C@@](N)(C(=O)O)c1ccc(P(=O)(O)O)cc1,11.2%,-7.8%,-3.0%
CC1CCCC(C)N1CC(O)COC1CCC(C(C)(C)C)CC1 (stereo unspecified),23.1µM*,20.6µM*,0.1%
Cn1ccc2c(-c3cccc4ccccc34)cc3c(c21)C1CCC3O1 (stereo unspecified),?,-29.9%,.
COc1ccccc1OCCn1c(CO)nc2ccccc21,-27.2%,?,-10.3%
O=C(Cc1ccc(F)cc1)NCc1ccc2c(c1)CCN2C(=O)c1ccc(F)cc1,?,9.2µM*,-4.7%
COC(=O)Cn1c(CN(C)Cc2ccccc2)nc2c1c(=O)n(C)c(=O)n2C,?,?,-3.6%
COc1ccc(NC(=O)N2CC[C@@]3(CCCN(S(C)(=O)=O)C3)C2)cc1,-1.7%,-1.6%,5.3%
C[C@@H]1CN([C@@H](C)CO)C(=O)CCCn2nncc2CO[C@@H]1CN(C)C(=O)Nc1ccccc1F,24.5%,-0.3%,.
COc1ccc(NC(=O)c2cc(-c3cc(Cl)ccc3C)n[nH]2)cc1OC,?,?,.
CCSc1nnc(-c2cc3c(s2)-c2ccccc2CC3)o1,?,-24.0%,1.4%
C/C(CC(=O)Nc1ccc2c(c1)OCO2)=N\NC(=O)c1ccc(N)cc1,19.4%,5.4%,-3.1%
COc1ccc(NC(=O)C[C@H]2C(=O)N(c3ccc(Br)cc3)C[C@@H]2C)cc1,?,?,.
O=C(COc1ccc(S(=O)(=O)N2CCOCC2)cc1)N1CCc2ccccc2C1,?,?,1.3%
O=C(NCCCN1CCOCC1)c1cc(-c2ccc(Cl)cc2)on1,?,?,-6.8%
CC(=O)N(/N=C/c1ccc([N+](=O)[O-])o1)c1nc2ccccc2c(=O)n1-c1ccccc1,?,?,-2.2%
COC(=O)CNC(=O)c1cn(-c2ccc(C)c(C)c2)c(=O)c2ccccc12,-25.5%,-9.8%,1.8%
Cc1cccc(N2CC(C(=O)Nc3nnc(SCC(=O)Nc4cc(C)on4)s3)CC2=O)c1 (stereo unspecified),-0.5%,-7.5%,-2.4%
Cc1cc(C)c2c(n1)SCC(=O)N2CC(=O)NCCC1=CCCCC1,-9.0%,-26.6%,-5.6%
COc1ccccc1OCC(=O)Nc1nonc1NC(=O)COc1ccccc1OC,-6.4%,6.9%,1.5%
COc1ccc(OCCN2CCC(C(=O)NC(c3ccsc3)c3ccccc3C)CC2)cc1 (stereo unspecified),?,?,.
CCN(CC)CCNC(=O)C(=O)NCC1OCCN1S(=O)(=O)c1ccc(Cl)cc1 (stereo unspecified),3.5%,-24.4%,-3.6%
CC1=CC(=O)CC(C)(C)C1(O)/C=C/C(C)=C\C(=O)O (stereo unspecified),-4.5%&-8.2%,-10.2%&-0.2%,.
Cc1cccc(-c2nc(S(=O)(=O)c3ccc(Cl)cc3)c(N3CCCCCC3)o2)c1,?,?,-0.9%
# (listing goes on)
SMILES,DT40 TDP1 CPT,TDP1 cell noCPT,KAT2A inh
O=C1CSC(=Nc2cc(Cl)ccc2Cl)N1,-6.2%,-7.7%,3.4%
Cc1cc(=O)oc2cc(OCC(=O)NCCCN3CCOCC3)c(Cl)cc12,6.3%,14.4%,-4.3%
CCCCCN1C(C(=O)c2ccccc2)=C(NC(=O)c2ccc(OC)c(OC)c2)c2ccccc2S1(=O)=O,20.6µM*,16.4µM*,-23.7%
CCCOc1ccc(C(CC(=O)O)NC(=O)Cc2ccccc2)cc1 (stereo unspecified),22.5%,3.0%,-8.2%
Cc1cc(=O)n2[nH]c(SCc3c(F)cccc3Cl)nc2n1,1.6%,?,.
Cc1ccc(NC(=S)N2CCC(N(C)CC3CCCO3)CC2)c(C)c1 (stereo unspecified),-6.1%,4.1%,-1.4%
O=[N+]([O-])c1ccc(NC(=S)N/C(=N/CS(=O)(=O)c2ccccc2)c2ccccc2)cc1,?,23.1µM*,-16.8%
CC(=O)N1c2ccc(S(=O)(=O)N3CCCCCC3)cc2CC1C(=O)NCc1ccccc1F (stereo unspecified),-30.9%,-17.9%,18.6%
COc1ccc(C(=O)NCc2nnc(SCC(=O)Nc3ccccc3OC)o2)cc1,0.2%,13.5%,?
Clc1ccc(CNc2ccccc2NCc2ccc(Cl)nc2)cn1,16.4µM*,?,-13.7%
CCOC(=O)N1CCC(NC(=O)c2cc(COc3ccccc3SC)on2)CC1,3.66µM*,1.46µM*,3.5%
CCC1CCCCN1C(=O)Nc1ccc(F)cc1 (stereo unspecified),-0.9%,-1.3%,-12.2%
CCS(=O)(=O)N1Cc2ccccc2CC1C(=O)Nc1ccc(F)c(F)c1F (stereo unspecified),1.7%,?,3.3%
COCCCNC(=S)NNC(=S)Nc1ccccc1,10.9%,-18.4%,-11.8%
O=C(Nc1ccc(F)cc1)C(c1ccccc1)N1CCN(c2ccncc2)CC1 (stereo unspecified),-0.3%,?,.
N=c1sccn1CC(=O)Nc1ccccc1-c1ccccc1,?,-5.8%,?
O=C(O)c1ccccc1-c1ccc(/C=c2\sc3nc4cc(Br)cnc4n3c2=O)o1,16.4µM*,18.4µM*,-1.9%
CSc1ncnc2c1ncn2CCCNCC(c1ccccc1)c1ccccc1,?,25.9µM*,.
Cc1cn2c(=O)cc(COC(=O)c3ccc(NC(=O)COc4ccccc4C)cc3)nc2s1,-7.4%,-10.1%,29.0%
COc1ccc(C(=O)NCc2cnn(C)c2)cc1OC1CCN(C(C)C)CC1,-3.3%,0.4%,0.7%
COc1ccc(OC)c(NC(=O)N2CCC(N3CCN(Cc4ccc(F)cc4)C(=O)C3=O)CC2)c1,6.2%,4.9%,-1.0%
NC(=O)CC(NC(=O)Cc1ccc(Cl)cc1)c1ccc(NC2CCCCCCC2)c([N+](=O)[O-])c1 (stereo unspecified),-24.5%,-9.4%,-6.3%
COc1ccc(NC(C)=O)cc1S(=O)(=O)N1CCN(C(=O)c2ccccc2F)CC1,-1.0%,8.5%,7.5%
CCN(CC)C(=O)c1cc2c(=O)oc3ccccc3c2s1,-5.5%,5.6%,-3.7%
COC(=O)c1cc(NC(=O)c2c(Cl)nc3sccn23)cc(C(=O)OC)c1,0.6%,-3.1%,-11.1%
# New compounds follow.
SMILES,DT40 TDP1 CPT,TDP1 cell noCPT,KAT2A inh
CN1CCN(CC(=O)NC(=O)NC2CCCCC2)CC1,6.4%,1.7%,-8.1%
Brc1ccc(CSc2nnc(-c3ccco3)o2)cc1,-15.3%,?,-7.2%
O=C(NCC1(c2ccccc2)CCCC1)c1cccc(Br)c1,14.6µM*,13µM*,-5.5%
CC(=O)c1sc(NC(=O)c2ccc(C)c(C)c2)nc1C,10.4%,-9.2%,1.0%
O=C(Nc1cc(N2CCOCC2)ncn1)Nc1cccc2ccccc12,-20.5%,-22.3%,-0.7%
CSCC(C)N1CCC(n2nccc2NC(=O)c2ccc3c(c2)OCO3)CC1 (stereo unspecified),0.3%,6.7%,-15.8%
COc1ccc(C2C(=O)N(C3CCCCCC3)CC(=O)N2Cc2ccccc2)cc1 (stereo unspecified),23.1µM*,25.9µM*,5.3%
COCCn1c(NC(=S)NC(=O)C2CC2)cc(=O)[nH]c1=O,4.3%,4.5%,-5.9%
CC(C)(C)C(=O)/C=C(N)/C=C/c1ccccc1,-5.5%,-26.5%,-9.4%
CN1CCN(C(=O)CN(c2ccccc2)S(=O)(=O)N(C)C)CC1,7.8%,19.1%,-13.0%
CCN(CC)c1ccc(NC(=O)CCN2C(=O)c3ccccc3S2(=O)=O)c(C)c1,6.8%,-19.2%,-1.8%
CC(C)(CC(=O)O)CC(=O)NCc1c(Cl)cccc1Oc1ccccc1,-6.4%,-2.2%,3.1%
CS(=O)(=O)N(CC(=O)NC1CCCCC1)Cc1ccc(Cl)cc1,1.1%,0.4%,-11.4%
O=C(c1cc(F)ccc1F)N1CCC(N2CCC(C(=O)N3CCCC3)CC2)CC1,-0.5%,-19.7%,-2.9%
O=C(O)CCCN1C(=O)C(=O)/C(=C(/O)c2ccccc2)C1/C=C/c1ccccc1 (stereo unspecified),?,-11.3%,-7.1%
O=C(/C=C\c1ccccc1)Nc1ccc(NC(=O)c2ccco2)cc1,11.6µM*,23.1µM*,1.7%
CCN1c2ccccc2-c2nc3ccccc3n2C1c1cccs1 (stereo unspecified),23.1µM*,13µM*,-10.4%
COc1ccccc1Nc1nc(N)nc(CN2CCN(Cc3ccc4c(c3)OCO4)CC2)n1,-0.3%,?,-1.2%
COc1cc(O)c(CCC(=O)c2cc(OC)c(OC)c(OC)c2)c(OC)c1,20.6µM*,14.6µM*,0.5%

# Part of the list above in a different format.
# Below each compound: DT40 TDP1 CPT, TDP1 cell noCPT, KAT2A inh
O=C(Nc1cc(N2CCOCC2)ncn1)Nc1cccc2ccccc12
 : -20.5%, -22.3%, -0.7%
Cc1ccc(S(=O)(=O)C2(C(=O)N3CCN(c4cc(C)ccc4C)CC3)CC2)cc1
 : ?, ?, -6.3%
O=C(Cc1ccc(F)cc1)NCc1ccc2c(c1)CCN2C(=O)c1ccc(F)cc1
 : ?, 9.2µM*, -4.7%
COc1ccc(NC(=O)C[C@H]2C(=O)N(c3ccc(Br)cc3)C[C@@H]2C)cc1
 : ?, ?, .
CCc1ccc(C(=O)c2cn(CC(=O)Nc3cc(C)ccc3C)c3nc(C)ccc3c2=O)cc1
 : -13.3%, -13.2%, 0.1%
Cn1ccc2c(-c3cccc4ccccc34)cc3c(c21)C1CCC3O1 (stereo unspecified)
 : ?, -29.9%, .
